PV pol inh: inhibitors of poliovirus RNA polymerase binding and polymerization. 150,000 compounds, 0.66% hits. P03300. % elongation, % (compound at 16.7 µg/mL). AID 588519. poliovirus polymerase elongation, fluorescence polarization; hits give low values; in the data active = % elongation below about 90%; also: some results filed as inactive read as strong as hits
Target sequence (P03300 1749-2209 limits assumed): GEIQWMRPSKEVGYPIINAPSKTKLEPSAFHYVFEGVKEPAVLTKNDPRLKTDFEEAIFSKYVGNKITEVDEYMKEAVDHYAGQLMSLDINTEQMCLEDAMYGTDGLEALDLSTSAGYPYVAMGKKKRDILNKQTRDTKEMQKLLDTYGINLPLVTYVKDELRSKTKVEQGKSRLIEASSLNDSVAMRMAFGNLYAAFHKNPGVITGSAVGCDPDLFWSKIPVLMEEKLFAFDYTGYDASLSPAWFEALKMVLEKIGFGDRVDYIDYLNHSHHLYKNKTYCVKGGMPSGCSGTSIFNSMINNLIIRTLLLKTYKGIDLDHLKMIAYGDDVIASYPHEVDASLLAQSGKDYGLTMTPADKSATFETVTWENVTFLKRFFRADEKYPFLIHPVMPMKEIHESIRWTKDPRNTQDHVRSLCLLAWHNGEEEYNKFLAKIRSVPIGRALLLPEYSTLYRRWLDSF
PV pol inh FP z-score: also measured in PV pol inh; calls as there; z-score; measured here: FP z-score; hits read low
Starred values were filed as active, the others as inactive. The list is partial, so the mix of outcomes need not match the whole.

The opening 2 compounds, to show the layout:
mol | PV pol inh | PV pol inh FP z-score
Cc1ccc2c(c1)N(CCO)/C(=C/c1sc3ccccc3[n+]1C)S2 | 100 | -0.5
Cc1ccc2nc(-c3ccncc3)c(Nc3ccc(C(C)C)cc3)n2c1 | 110 | 0.5

This part in full (from the top)
mol | PV pol inh | PV pol inh FP z-score
Cc1ccc2c(c1)N(CCO)/C(=C/c1sc3ccccc3[n+]1C)S2 | 100 | -0.5
Cc1ccc2nc(-c3ccncc3)c(Nc3ccc(C(C)C)cc3)n2c1 | 110 | 0.5
CCOC(=O)c1c(C)c(C(=O)NCCc2ccc(OC)cc2)c(C)n1C | 102 | -0.9
Cc1ccc(/C=C/C(=O)O)cc1S(=O)(=O)N1CCC(C(=O)O)CC1 | 102 | 0.3
CC1=Nc2ccc(C)cc2/C1=C\c1c(N)n2nc(N3CCOCC3)sc2nc1=O | 99 | -0.8
Cc1cc(NC(=O)Cc2ccccc2)cc(-c2nc3ccccc3o2)c1O | 107 | 0.4
COCCn1c(SCC(=O)Nc2ccccc2)nc2ccccc21 | 102 | 0
CN(C)/C=c1\s/c(=C/C(=O)c2cccs2)[nH]c1=O | 50 | -8.2
CCOC(=O)N1CCC(c2nnc(-c3ccc(Cl)cc3Cl)o2)CC1 | 99 | -0.6
N#Cc1c(O)c(C=C2C=CC(=O)C=C2)n2ccccc12 | 97 | -0.4
CC(C)CCNC(=O)c1nnc(-c2ccccc2)o1 | 104 | 0.6
CC(C)n1[nH]c(=O)c2c1NC(=O)CSC21CCCCC1 | 103 | 0.2
CCOC(=O)c1ccc2c(c1)N(CC(=O)Nc1cc(F)ccc1F)C(=O)c1ccccc1S2 | 95 | -2.8
CCCCn1c(=N)n(CC(=O)OC)c2ccccc21 | 101 | 0
COc1cc(OC)cc(C(=O)NCCc2csc(-c3cccc(C)c3)n2)c1 | 109 | 0.3
CCc1c(C)sc2c1CCN(Cc1cccc(OC)c1)C2c1ccccc1 (stereo not given) | 114 | 1.4
CCCN(CCC)C(=O)Cc1c(C)nc2c(-c3ccccc3)c(C)nn2c1C | 103 | 0.3
COC(=O)C(F)c1nc2ccccc2c(=O)[nH]1 (stereo not given) | 100 | -0.5
O=C1NN(c2ccc(Cl)c(Cl)c2)C(=O)/C1=C/C=C/c1ccco1 | 101 | 0.1
C=CCn1c(SCc2nnc(SCc3ccc(F)cc3)n2C)nnc1-c1ccccc1 | 104 | -0.1
COC(=O)c1c(C)nsc1NC(=O)Oc1ccccc1 | 104 | 0.2
CC(Sc1nncn1C)C(=O)NCCC1=CCCCC1 (stereo not given) | 104 | 0.1
CCOC(=O)C1C(=O)OC2(CCCC2)C1C(=O)OCC (stereo not given) | 101 | 0.3
O=C(c1ccc2c(c1)CCO2)N1CCN(C(c2ccccc2)c2ccccc2)CC1 | 100 | -0.5
CCOC(=O)C(C)Sc1nc2c([nH]c3ccccc32)c(=O)n1-c1ccc(Cl)cc1 (stereo not given) | 101 | 0.2
Nc1nc2cc3c(cc2s1)OCCO3 | 101 | -0.3
CS(=O)(=O)Cc1cccc(C(=O)N2CCc3ccccc32)c1 | 105 | -0.7
C=CCNC(=S)N1CCN(C(c2ccccc2)c2ccccc2)CC1 | 102 | 0.2
CCn1cc(-c2n[nH]c(=S)n2C)c2ccccc21 | 102 | 1.1
CCOC(=O)c1ccc(NC(=O)C(C)N(c2ccc(OCC)cc2)S(C)(=O)=O)cc1 (stereo not given) | 105 | 0
COc1cccc(NC(=O)CSc2ncc(S(=O)(=O)c3ccc(C)c(C)c3)c(=O)[nH]2)c1 | 103 | -0.6
Cc1ccc(F)cc1NC(=O)CCc1c(C)nn(-c2ccc(N3CCOCC3)nn2)c1C | 103 | -0.7
Brc1ccc(-c2cc3n(n2)CCc2nc4ccccc4n2-3)cc1 | 106 | 0.3
CCn1c2[n+](c3ccccc3c1=O)CCC2 | 101 | -0.3
COCCCN1C(=O)N(c2ccccc2)C(=O)C1CC(=O)Nc1ccc(F)cc1 (stereo not given) | 102 | -0.3
O=C1c2ccccc2C(O)(c2ccccc2)N1c1ccc2c(c1)OCCO2 (stereo not given) | 100 | -1.1
CC1CCCC(C)N1C(=O)c1cc2sccc2n1Cc1ccc(F)cc1 (stereo not given) | 102 | -0.1
CCCc1cc(=O)[nH]c(SCC(=O)NC2CCCC2)n1 | 100 | 0
CC(C)(C)C1(O)CC(C(F)F)=NN1C(=O)c1ccccc1 (stereo not given) | 101 | -0.1
CCCOc1cccc(C(=O)Nc2cc(-c3ccccc3)no2)c1 | 109 | 0.4
CC(=O)Nc1ccc(Nc2ccccc2)cc1 | 102 | 0
Cc1ccc(NC(=O)Cn2c(=O)nc(-c3ccccc3)c3ccccc32)cc1F | 110 | 0.8
Cc1ccc(NC(=O)Cn2c(=O)ccc3cc(S(=O)(=O)N4CCCC4)ccc32)cc1C | 105 | -0.5
O=S(=O)(c1cccc2cccnc12)N1CCN(Cc2ccc3c(c2)OCO3)CC1 | 101 | 0
O=C(Nc1cccc2ccccc12)N1CCC(Nc2nc3ccccc3o2)CC1 | 105 | 0.5
N#CC1=C2SCC(O)(c3ccco3)N2C(=O)CC1c1ccccc1F (stereo not given) | 103 | 0.2
Cc1ccsc1C=Nc1ccc(C(N)=O)cc1 | 101 | 0.4
CCn1c(CCC(=O)N2CCN(c3ccccn3)CC2)nc2cc(S(N)(=O)=O)ccc21 | 55* | -7.5*

Random excerpt: 3 compounds from above, in no set order.
mol | PV pol inh | PV pol inh FP z-score
Cc1ccsc1C=Nc1ccc(C(N)=O)cc1 | 101 | 0.4
CC(=O)Nc1ccc(Nc2ccccc2)cc1 | 102 | 0
O=S(=O)(c1cccc2cccnc12)N1CCN(Cc2ccc3c(c2)OCO3)CC1 | 101 | 0

4 structures out of the list, sorted by count of non-hydrogen atoms, ascending:
mol | PV pol inh | PV pol inh FP z-score
CC(=O)Nc1ccc(Nc2ccccc2)cc1 | 102 | 0
N#CC1=C2SCC(O)(c3ccco3)N2C(=O)CC1c1ccccc1F (stereo not given) | 103 | 0.2
O=S(=O)(c1cccc2cccnc12)N1CCN(Cc2ccc3c(c2)OCO3)CC1 | 101 | 0
Cc1ccc(NC(=O)Cn2c(=O)ccc3cc(S(=O)(=O)N4CCCC4)ccc32)cc1C | 105 | -0.5

Next section.
mol | PV pol inh | PV pol inh FP z-score
CCOC(=O)/C(C#N)=C/c1ccc(-c2ccc(Cl)c(C(=O)OC)c2)o1 | 87 | -4.3
Cc1ccc(N2CC(NC(=O)/C=C\c3ccc4c(c3)OCO4)CC2=O)cc1 (stereo not given) | 110 | 0.8
CC(C)C(NC(=O)c1cccs1)C(=O)NC1CCCCC1 (stereo not given) | 100 | -0.1
Cc1ccc(C=Nc2ccc(Br)cc2)cc1 | 101 | 0
CC1CCN(CCCNC(=O)c2cc3c(=O)n(C)c4ccccc4c3s2)CC1 | 103 | 0.4
CCOC(=O)C1CCCN(C(=O)CSc2nc(N)c3ccccc3n2)C1 (stereo not given) | 101 | -0.3
CC(C)CCNC(=O)CN1N=C(c2ccc(Cl)cc2)CCC1=O | 102 | 0
CC(/C=C/c1ccccc1)NC(N)=O (stereo not given) | 100 | 0.1
COc1ccc(C2(C#N)CCOCC2)cc1 | 106 | 0.4
C=CCNC(=O)CC1CCCCC1 | 105 | 0.2
Cc1ccc2sc(N(Cc3cccnc3)C(=O)CCS(=O)(=O)c3ccccc3)nc2c1C | 105 | -0.4
CCOC(=O)C(C)Nc1ncnc2onc(C)c12 (stereo not given) | 91 | -1.8
Cc1cc(C)c(C#N)c(SCC(=O)OC(C)C)n1 | 99 | -0.3
O=C(O)CNC(=O)c1ccco1 | 103 | 0.3
CCOC(=O)/C(C#N)=N/Nc1sc(C(=O)OCC)c(C)c1C(=O)OCC | 95 | -0.9
C(=N\OCc1cccc(CO/N=C/c2ccco2)c1)/c1ccco1 | 99 | -0.5
CCOC(=O)Cn1cc(Cl)ccc1=O | 104 | 0.4
Cc1c(C(=O)Nc2ccccc2Br)oc2ccc(S(=O)(=O)N3CCCC3)cc12 | 102 | 0.3
COc1ccc(C)cc1NS(=O)(=O)c1ccc2c(c1)[C@H]1C=CC[C@H]1[C@@H](c1cccc(Cl)c1)N2 | 121 | 1.7
COc1ccc(N2CC(NC(=O)c3ccc(S(=O)(=O)N4CCCCC4)cc3)CC2=O)cc1OC (stereo not given) | 101 | -1.4
CC1Cc2ccccc2N1C(=O)CSc1nc2ccc(NC(=O)COc3ccccc3)cc2s1 (stereo not given) | 110 | 0.7
CC(NC(=O)c1ccc(-n2cccc2)cc1)c1ccccc1 (stereo not given) | 101 | -0.1
c1ccc2c(c1)nc1n2CN(C2CCCCCC2)CN1 | 99 | -0.4
CCOc1ccc(CCNC(=O)c2cnc3c(-c4ccc(F)cc4)c(C)nn3c2C)cc1 | 105 | -0.1
COCCNC(=O)c1cc(Sc2ccc(F)cc2F)nc2ccccc12 | 102 | -2
COc1ccc(CNC(=O)CN2C(=O)CCn3nc(-c4cn(C)c5ccccc45)cc32)cc1 | 108 | 0.4
O=C(Nc1cc(Cl)cc(Cl)c1)c1ccc(F)c(S(=O)(=O)NC2CCCCC2)c1 | 109 | 0.1
CCOC(=O)[C@H](CCc1ccccc1)N[C@@H](C)C(=O)N1C(C(=O)O)C[C@@H]2CCC[C@@H]21 (stereo not given in full) | 87 | -7.8
CCOC(=O)C1CCCN(C(=O)CCS(=O)(=O)c2cc3c(cc2Cl)NC(=O)CO3)C1 (stereo not given) | 100 | -1.2
CC(C)(C)C(=O)NCc1ccc(C(=O)CSc2nnc(-c3cccs3)n2C2CC2)s1 | 110 | 0.9
Cc1cc(C)c2c(c1)c(C)cc1nnc(SCC(=O)c3ccc(F)cc3)n12 | 108 | 0.4
O=C1CCCCCN1Cc1nnc(SCN2C(=O)c3ccccc3C2=O)n1-c1ccccn1 | 106 | 0.4
O=C(CCC(=O)N1CCOc2ccccc21)Nc1ccccc1Br | 99 | -1.3
CCOC(=O)C1CCCN(C(=S)Nc2cccc(Cl)c2)C1 (stereo not given) | 101 | -0.3
CCCCNS(=O)(=O)c1ccc2c(c1)nc(C1CCN(S(=O)(=O)c3cccs3)CC1)n2CCCC | 97 | -0.4
Cc1ccc(NC(=O)CC(C)S(=O)(=O)c2ccc3c(c2)SCC(=O)N3)cc1 (stereo not given) | 118 | 3.3
CCC(C(=O)Nc1nc2nccc(C)n2n1)c1ccccc1 (stereo not given) | 103 | 0.6
CCN(CC(=O)NCc1cccs1)C(=O)c1ccc(N2CCCC2=O)cc1 | 101 | -0.2
Cc1ccc(N2C(=O)CS/C2=C(/C#N)C(=O)NCC2CCCO2)cc1 (stereo not given) | 106 | 0.5
Cc1cccc(-n2c(N)cc(=O)nc2SCC(=O)Nc2ccc(F)cc2)c1C | 106 | 0.5
CCOc1ccc2nc(N=Nc3c(O)[nH]c(=O)[nH]c3=O)sc2c1 | 94 | -0.7
Cc1nnc(SCCn2c(Br)nc3c2c(=O)[nH]c(=O)n3C)s1 | 104 | 0.6
CCOc1ccc(Nc2oc(-c3ccc(COc4ccc(C)cc4)o3)nc2C#N)cc1 | 104 | -0.5
Cc1ccc(S(=O)Cc2ccc(C(=O)NC3CCCCCC3)o2)cc1 (stereo not given) | 106 | 0.3
Cc1ccc(Nc2nc(C)c(NC(=O)c3ccc(C)cc3)c(Nc3ccc(C)cc3)n2)cc1 | 107 | 0.8
CC(Sc1nc2ccccc2[nH]1)C(=O)Nc1ccc(S(N)(=O)=O)cc1 (stereo not given) | 103 | 0.5
Cc1ccnc(NS(=O)(=O)c2cc(-c3cc(C)no3)ccc2C)c1 | 106 | -0.2
Cn1c(SCC(=O)c2ccc3[nH]c(=O)oc3c2)nnc1C1COc2ccccc2O1 (stereo not given) | 104 | -0.9
COc1ccc(C(=O)NCCn2cc(SCc3cc(C)ccc3C)c3ccccc32)cc1 | 103 | -0.6
NC(=O)N1CCCC1C(=O)Nc1ccc2c(c1)CCC2 (stereo not given) | 105 | 0.5
CCc1cc2c3c(c1)C1(C(=O)N3C(C)(C)CC2C)C(C#N)=C(N)N2C(=C1C#N)Nc1ccccc12 (stereo not given) | 98 | -1.3
Fc1cccc(/C=N/n2cnnc2)c1 | 103 | 0.4
Cc1c(Cl)cccc1N1CC(c2nc3ccccc3n2Cc2ccccc2F)CC1=O (stereo not given) | 107 | 0.6
O=C1CCCC2(O)C1C(c1ccc(Cl)cc1Cl)NC(=O)N2Cc1ccccc1 (stereo not given) | 98 | -0.2
COC(=O)CC1C(=O)NCCN1S(=O)(=O)c1c(C)c(C)c(C)c(C)c1C (stereo not given) | 98 | -0.3
COC(=O)c1ccc(C(=O)Nc2ccc3nc(C4CCCCC4)[nH]c3c2)cc1 | 101 | 0.1

Among those listed so far, two have a tert-butyl group.
mol | PV pol inh | PV pol inh FP z-score
CC(C)(C)C1(O)CC(C(F)F)=NN1C(=O)c1ccccc1 (stereo not given) | 101 | -0.1
CC(C)(C)C(=O)NCc1ccc(C(=O)CSc2nnc(-c3cccs3)n2C2CC2)s1 | 110 | 0.9

Next compounds follow:
mol | PV pol inh | PV pol inh FP z-score
Cc1ccc(C)c(CN2C(=O)c3ccccc3S(=O)(=O)c3ccc(C(=O)N4CCN(c5ccccc5F)CC4)cc32)c1 | 105 | 0
Cc1ccc(Nc2nc(N)nc(CSc3cc(C)c4ccccc4n3)n2)cc1 | 152 | 6.7
COc1cc(Cl)c(C)cc1Nc1nc2ccccc2nc1NS(=O)(=O)c1ccccc1 | 106 | -0.4
CCC1(CC)C(=O)NC(=O)N=C1N | 100 | 0.1
CC1CCN(Cc2c(O)ccc3c(=O)c(Oc4ccccc4Cl)c(C(F)(F)F)oc23)CC1 | 108 | 0.9
CCCCNC(=O)Cn1c(=O)cc(C)c2c(C)nn(-c3ccc(CC)cc3)c21 | 107 | 0.2
COc1ccc(NCc2cc3cc4c(cc3n(CC(=O)Nc3ccc(C)cc3)c2=O)OCO4)cc1 | 102 | -0.7
Cc1cccc(C(=O)Nc2cc3c(cc2N2CCCCC2)n(C)c(=O)n3C)c1 | 103 | -0.6
COc1cc(CN(C(=O)c2ccc(Cl)cc2)C2CCS(=O)(=O)C2)cc(OC)c1OC (stereo not given) | 110 | 0.8
NC(=O)CSc1nc(N)nc(N)n1 | 104 | 0.3
Cc1nnsc1C(=O)NC1CCCCCC1 | 98 | -0.8
C=C(C)Cn1c(CO)nc2ccccc21 | 101 | 0.1
Cc1ccc2nc(NC3=NC(CC(=O)O)C(=O)N3)nc(C)c2c1 (stereo not given) | 103 | 0.3
O=C(NCCOc1nnc(-c2ccccc2)o1)c1ccco1 | 107 | 2.8
